Bioassay records: PubChem BioAssay, several laboratories
proKLK7 act – proKLK7 zymogen activators, primary screen, biochemical, fluorescence intensity; Kallikrein-7 (Homo sapiens), P49862; purified proKLK7, EDANS-DABCYL substrate fluorescence; 100% is mature enzyme control, 0% vehicle; activation, % at 7 µM; hit rate 0.9% among 370,000; AID 652039, 2013;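 active = activation above the mean of all tested compounds plus 3 SD, computed per campaign excluding outliers beyond control limits, cut at about 13% in these data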
Target sequence (P49862 whole entry, looked up): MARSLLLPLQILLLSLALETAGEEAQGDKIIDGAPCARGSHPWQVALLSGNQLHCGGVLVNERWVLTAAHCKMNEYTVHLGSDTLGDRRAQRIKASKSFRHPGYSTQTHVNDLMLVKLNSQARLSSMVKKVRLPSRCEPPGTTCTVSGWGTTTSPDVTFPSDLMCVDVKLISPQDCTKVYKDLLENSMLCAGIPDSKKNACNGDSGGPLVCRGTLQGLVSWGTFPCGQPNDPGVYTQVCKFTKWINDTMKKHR
sPLA2-III inh – human group III sPLA2 inhibitors, primary screen, biochemical, QFRET, BODIPY PC-A2 liposome substrate; QFRET BODIPY PC-A2 liposome hydrolysis, fluorescence; Group 3 secretory phospholipase A2 (Homo sapiens), Q9NZ20; hit rate 0.56% among 370,000; inhibition, % at 12.2 µM; AID 743126, 2013;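 active = inhibition above mean plus 3 SD of compounds lying within the high and low control bounds, cut at about 19% in these data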;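 also: 0% = median of test compound wells and 100% = no enzyme DMSO wells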
ASAP1 inh – inhibitors of human ASAP1 ArfGAP activity, primary screen, biochemical, fluorescence polarization. ASAP1-stimulated ARF1 GTP hydrolysis, GDP FP detection. hit rate 0.19% among 360,000. inhibition, % at 16.5 µM; in the data active = inhibition above about 25%;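 also: 0% = vehicle with enzyme and substrate and 100% = no enzyme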
Target sequence (Q9ULH1 325-724 limits assumed): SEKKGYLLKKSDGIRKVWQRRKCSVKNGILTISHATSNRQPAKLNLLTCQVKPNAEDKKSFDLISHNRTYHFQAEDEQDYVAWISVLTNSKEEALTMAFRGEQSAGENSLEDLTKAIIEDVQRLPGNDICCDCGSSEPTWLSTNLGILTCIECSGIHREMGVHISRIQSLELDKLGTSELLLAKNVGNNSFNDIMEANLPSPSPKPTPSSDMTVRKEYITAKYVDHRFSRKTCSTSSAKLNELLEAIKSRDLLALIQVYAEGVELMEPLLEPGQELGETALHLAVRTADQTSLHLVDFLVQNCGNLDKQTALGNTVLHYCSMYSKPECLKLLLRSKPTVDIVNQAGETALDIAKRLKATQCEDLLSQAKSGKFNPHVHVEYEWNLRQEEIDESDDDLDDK
PLCb3 inh – human PLC-beta3 inhibitors, primary screen, biochemical, fluorescence | 1-phosphatidylinositol 4,5-bisphosphate phosphodiesterase beta-3 (Homo sapiens), Q01970 | Purified PLC-beta3, fluorogenic substrate | inhibition, % at 12.2 µM | hit rate 0.18% among 370,000 | AID 720704, 2013; in the data active = inhibition above about 11%;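 also: 0% = median of compound wells on plate and 100% = full blocker control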
UHRF1 binding – UHRF1 methylated DNA binding inhibitors, primary screen, counter-screen for MBD2 inhibitor project, biochemical, TR-FRET, human UHRF1, single concentration | hit rate 0.75% among 370,000 | UHRF1 binding to methylated oligo | inhibition, % at 4.4 µM | E3 ubiquitin-protein ligase UHRF1 (Homo sapiens), Q96T88; in the data active = inhibition above about 21%;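 also: UHRF1 SRA domain binding a hemimethylated CpG hairpin DNA probe; 0% = median of test compound wells and 100% = reference inhibitor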
NR1D1 modulator – modulators of Rev-erb alpha DNA binding, primary screen, biochemical, FITC-DNA, fluorescence polarization, uHTS. activity, % at 10 µM. Nuclear receptor subfamily 1 group D member 1 (Homo sapiens), P20393. Rev-erbα–FITC-DNA binding, 90 min. hit rate 0.79% among 370,000. AID 1259318, 2017;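 active = activity above about 14%, limit read from the data; passing the limit was not always enough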;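 also: 0% = DMSO wells with 35 nM protein and 100% = DMSO wells with 750 nM protein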
Tn6 DDE FP – inhibitors of Tn6 peptide binding to fibrin DD(E), primary screen, biochemical, fluorescence polarization, human fibrin, Tn6 probe. Fibrin DD(E) TRITC-Tn6 fluorescence polarization displacement. hit rate 0.21% among 370,000. inhibition, % at 8.3 µM. AID 720509, 2013;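 active = inhibition above a per-campaign cutoff: mean of compounds within control limits plus 3 SD, cut at about 15% in these data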;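 also: 0% = median of all compound wells on the plate and 100% = blocking peptide control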
ARFGAP1 inh – inhibitors of rat ARFGAP1 GAP activity, primary screen, biochemical, fluorescence polarization, GDP tracer; ADP-ribosylation factor GTPase-activating protein 1 (Rattus norvegicus), Q62848; Arfgap1-stimulated ARF1 GTP hydrolysis, GDP FP detection; inhibition, % at 16.5 µM; hit rate 0.26% among 360,000; AID 651572, 2012;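 active = inhibition above a per-plate limit, mean inhibition of low control wells plus 3 SD, cut at about 25% in these data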;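 also: 0% = DMSO wells with enzyme and 100% = wells lacking Arfgap1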
Target sequence (Q62848 1-136 limits assumed): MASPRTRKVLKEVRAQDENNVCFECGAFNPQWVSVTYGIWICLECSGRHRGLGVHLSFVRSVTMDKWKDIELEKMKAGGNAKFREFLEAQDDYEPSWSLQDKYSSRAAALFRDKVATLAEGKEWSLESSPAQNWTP
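Assay system: purified rat His6-Arfgap1 residues 1-136 (GAP domain); Reagent: human Δ17 ARF1 bound to GTP; Dosing: 16.5 µM single point, 1.26% DMSO; Times: GTP hydrolysis reaction 2 h at 25 °C; Signal: FP, GDP Alexa 633 tracer displaced from anti-GDP antibody, 620/688 nm; Measure: % inhibition from polarization.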
PLC-gamma1 inh – PLC-gamma1 enzyme inhibitors, primary screen, biochemical, fluorescence, purified enzyme; hit rate 0.84% among 370,000; inhibition, % at 12.2 µM; 1-phosphatidylinositol 4,5-bisphosphate phosphodiesterase gamma-1 (Homo sapiens), P19174; fluorogenic substrate; AID 720700, 2013; in the data active = inhibition above about 9.5%
Tn7 DDE FP – inhibitors of Tn7 peptide binding to fibrin DD(E), primary screen, biochemical, fluorescence polarization, human fibrin, Tn7 probe; FP displacement of FITC-Tn7 peptide from fibrin DD(E); 0% = median of compound wells per plate; hit rate 0.13% among 370,000; AID 720508, 2013; inhibition, % at 8.3 µM;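 active = inhibition above the mean of compounds falling within the control limits plus 3 SD of them, cut at about 14% in these data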;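 also: 0% = plate median of compound wells and 100% = 10 µM Aha-Tn7 peptide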
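Assay system: human fibrin DD(E). Input: DD(E) 2 µM final. Medium: Tris buffer with calcium and detergent, pH 7.8. Compound dosing: single point at 8.3 µM. Timing: 10 min plus 3 h, room temperature. Technique: fluorescence polarization of the labelled Tn7 tracer. Read-out: percent inhibition. Replicates: singlicate testing.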
Numbers without * were called inactive; i = inactive.

SMILES | proKLK7 act | sPLA2-III inh | ASAP1 inh | PLCb3 inh | UHRF1 binding | NR1D1 modulator | Tn6 DDE FP | ARFGAP1 inh | PLC-gamma1 inh | Tn7 DDE FP
Cc1ccc(/C=N/NC(=O)c2cccc3ccccc23)o1 | 0.4 | 0 | 2 | -15 | -4 | 1 | -4 | 5 | -4 | 7
C=CCn1c(C)cc(C(=O)COc2nncc3ccccc23)c1C | 0.6 | -3 | -9 | -8 | 1 | 5 | -2 | -3 | 1 | 0
CC(=O)Nc1ccc(CN2CCN(C3CCCCC3)C(CCO)C2)cc1 (stereo unspecified) | -0.3 | 1 | 9 | -7 | -2 | 0 | 4 | 6 | 0 | -1
CC1(C)CC(=O)C(N=Nc2cc(C(F)(F)F)ccc2Cl)=C(O)C1 | -0.3 | 2 | 0 | 2 | 3 | -3 | -6 | -1 | 2 | -6
CCCCN(CCO)CCCC | -0.4 | 4 | 8 | 0 | 1 | -3 | -2 | 0 | 0 | 2
COCCn1c(SCC(=O)NCCCN2CCCC2=O)nc2ccccc2c1=O | -0.5 | 5 | 12 | 3 | 0 | 2 | 6 | 7 | -1 | 4
Cc1ccc(NCC(=O)Nc2cccc(S(=O)(=O)N(C)C)c2)c(Cl)c1 | -0.2 | -15 | 9 | 1 | 6 | -5 | -2 | 9 | 5 | 2
COc1ccc(CCN=C(N)NS(=O)(=O)c2cc(F)ccc2OC)cc1 | -0.5 | -3 | 8 | -6 | -2 | 1 | -3 | -7 | -1 | -4
CCN1CCN(c2ncnc3c2sc(=S)n3-c2ccccc2)CC1 | -0.4 | -3 | -1 | 2 | -1 | -1 | 4 | 0 | 1 | 6
CC(C)=CC(=O)Nc1ccc(Cl)cc1 | -1.0 | 13 | -1 | -4 | 3 | -6 | -3 | -9 | 3 | -3
COc1ccccc1NC(=O)C(C)OC(=O)c1cc2ccccc2[nH]1 (stereo unspecified) | 0.1 | -12 | -1 | -16 | 4 | 3 | -5 | -11 | -7 | 6
O=C(NCc1ccc2c(c1)OCO2)c1ccc(=O)[nH]c1 | 0.5 | -7 | -10 | 1 | 1 | -5 | -3 | -4 | 1 | 0
Cc1ccc(C(=O)N/N=C/c2cn(Cc3ccccc3)c3ccccc23)cn1 | -0.6 | -4 | -5 | -48 | -2 | -2 | -8 | 4 | -38 | -4
c1cc2nncn2nc1N1CCCC1 | 0.2 | 5 | 0 | -4 | 0 | 0 | 8 | 11 | 5 | 9
CN(CCO)c1nc(NCc2ccccc2)c2cnn(C)c2n1 | -0.8 | -7 | -2 | -31 | -4 | 2 | 5 | 13 | 1 | 2
CCN(CC)CCCC(C)NC(=O)c1ccc(C(F)(F)F)cc1 (stereo unspecified) | 0.1 | 3 | -9 | 1 | -1 | -3 | 2 | 3 | 5 | 3
O=C(O)CCC1(C(=O)O)OCCc2ccccc21 (stereo unspecified) | 0.3 | 4 | -6 | 0 | 2 | 3 | 4 | 0 | 2 | 2
CC(=O)c1ccc(NC(=O)c2cc(=O)[nH]c3ccccc23)cc1 | 0.4 | 4 | 12 | -17 | 4 | -2 | 3 | 2 | -9 | -7
Cc1ccccc1-c1cccc([C@@H]2C[C@H]3CN(Cc4cccnc4)C(=O)[C@]34CCCN24)c1 | 0.0 | -8 | -11 | -22 | 1 | -3 | 3 | -5 | 0 | 0
O=C(CN1C(=O)CSc2ccc(C(F)(F)F)cc21)Nc1ccccc1 | -0.3 | 7 | -9 | 2 | 0 | -5 | 8 | 14 | 14* | -3
CCCN1C2CCCC1CC(NC(=S)Nc1cccc(C)c1C)C2 (stereo unspecified) | 0.8 | 2 | 1 | -3 | -1 | 0 | -3 | -11 | 3 | -4
COCCn1c(SCC(=O)Nc2ccc(C(C)=O)cc2)nnc1-c1ccco1 | 0.6 | 3 | -5 | -5 | 1 | -6 | 5 | -6 | 1 | -1
CN(C)C(=O)CCC(=O)N1CCCC(C(=O)c2ccc(C(F)(F)F)cc2)C1 (stereo unspecified) | 0.1 | -5 | 3 | -3 | 1 | 7 | -4 | -7 | -3 | 5
CCOC(=O)c1c(NC(=O)COC(=O)Cn2cnc3ccccc32)sc(C)c1C | -0.5 | 6 | -3 | -4 | 2 | -1 | -5 | -2 | -2 | 2
O=C(Nc1cccc(C(F)(F)F)c1)C1CCN(S(=O)(=O)c2cccnc2)CC1 | 0.1 | -7 | 3 | -6 | -1 | 6 | 0 | 1 | 1 | -3
CC(C)OC(=O)CCNc1n[nH]c(=O)[nH]c1=O | -0.1 | 6 | -5 | 2 | 0 | -2 | -5 | -2 | 3 | -9
CCNc1nnc(SCC(=O)c2cc(C)n(C3CC3)c2C)s1 | 0.0 | -2 | 5 | 1 | -2 | 2 | 2 | 9 | -1 | -8
O=C(NNC1=C(C(=O)C(F)(F)F)CCC1)c1ccccc1O | -0.1 | 7 | -6 | -19 | -4 | -3 | 2 | -2 | -15 | 5
CCCNC(=O)COC(=O)c1cc(C)nc2ccccc12 | -1.7 | 7 | 5 | -7 | 1 | 3 | -5 | 6 | -5 | 1
Cc1ccc2c(=O)cc(C(=O)NCCc3ccc(S(N)(=O)=O)cc3)oc2c1C | -0.2 | 1 | 5 | -11 | -1 | -2 | -9 | 16 | -5 | 3
O=C(Nc1cccc(S(=O)(=O)N2CCOCC2)c1)C1CCCCN1S(=O)(=O)c1ccccc1 (stereo unspecified) | 0.0 | -20 | 10 | -5 | 0 | -2 | 3 | -5 | 1 | 0
N#CC(C#N)=NNc1ccc(S(=O)(=O)N2CCCCC2)cc1 | 0.1 | -18 | 8 | 4 | 1 | 1 | -1 | -3 | 8 | -4
C/C(NCc1ccccc1)=C(\C#N)C(=O)NCc1ccccc1 | -0.1 | -1 | -5 | 0 | 1 | 0 | -1 | -5 | 0 | 3
CC(C)OCCCNC(=S)Nc1ccc(S(N)(=O)=O)cc1 | 0.2 | 4 | -5 | 4 | 2 | 2 | -4 | -15 | 0 | 5
Cc1ccc2nsnc2c1NC(=O)c1sc2ccccc2c1Cl | -0.6 | 8 | -9 | -6 | 2 | 31* | 8 | 6 | -5 | 1
O=C(COC(=O)c1ccccc1Br)NC1CCCC1 | -0.6 | 1 | 3 | -5 | 5 | 7 | -8 | 15 | 1 | 3
Cc1nnc(SCC(=O)N2CCC(C(N)=O)CC2)s1 | -0.9 | 3 | 1 | -1 | -1 | 2 | 2 | -7 | 2 | 2
COC(=O)c1cc(OC)c(OC)cc1NC(=O)c1ccc(Br)o1 | -0.5 | 9 | -9 | 0 | 2 | 4 | -5 | 7 | 0 | -1
CCOC(=O)c1ccc(N2C(=O)C(O)=C(C(C)=O)C2c2ccccc2)cc1 (stereo unspecified) | -0.6 | -2 | 12 | -31 | 0 | 4 | 9 | 15 | -20 | -2
COC(=O)C(COC(=O)c1c(F)cccc1F)NC(=O)c1c(F)cccc1F (stereo unspecified) | -0.1 | 0 | 1 | -2 | 2 | -2 | 7 | 2 | 6 | -5
O=C(COc1cc2oc(=O)c3c(c2cc1Cl)CCC3)NCC(O)c1ccccc1 (stereo unspecified) | 0.2 | 1 | 10 | -5 | -5 | 6 | 3 | -6 | 2 | 6
CCc1ccc(NS(=O)(=O)c2cccc3nonc23)cc1 | 0.0 | -6 | -8 | -1 | 3 | -4 | -2 | -5 | 4 | 3
CCCC/C(C)=N\NC(=O)CNS(=O)(=O)c1ccc([N+](=O)[O-])cc1 | 0.9 | -10 | 2 | 1 | -2 | -3 | 4 | -3 | 2 | -10
O=C(NCC(c1ccco1)N1CCCCC1)c1cccc(S(=O)(=O)Nc2ccccc2Cl)c1 (stereo unspecified) | -0.4 | -25 | 0 | -4 | -2 | 2 | 2 | 11 | 0 | 4
Cc1cccc(NC(=S)Nc2cccc(C(F)(F)F)c2)n1 | -0.1 | 5 | 2 | 3 | -4 | 6 | 0 | 0 | -1 | 1
CCCCNC(=O)c1nc(C2CCN(S(=O)(=O)c3ccc(F)c(F)c3)CC2)oc1-c1cccc(C(F)(F)F)c1 | 0.6 | 1 | -2 | 4 | 1 | -2 | 5 | -1 | 3 | -3
CC(C)(C)OC(=O)N[C@@H](Cc1c[nH]c2ccccc12)c1nnc(SCC(N)=O)o1 | -0.5 | -52 | -3 | -1 | 7 | 4 | 2 | -1 | 1 | 1
COc1ccccc1OC(C)C(=O)Nc1ccc(S(=O)(=O)N2CCN(C)CC2)cc1 (stereo unspecified) | 0.2 | -8 | 2 | -5 | 0 | 7 | -3 | -2 | -1 | -1
Cc1cccn2c(=O)c3cc(C(=O)NCCCn4ccnc4)n(C)c3nc12 | -15 | -12 | -5 | i | -3 | 4 | -9 | 4 | i | -7
CC(C)c1ccc(CN2CCC(C(=O)NCc3cccnc3)CC2)cc1 | 0.5 | 4 | -12 | 4 | -2 | 4 | -5 | 7 | 2 | -1
C=CCc1cccc2cc(C(=O)N3CCN(C(=O)c4ccccc4)CC3)c(=O)oc12 | -0.2 | -2 | 3 | -8 | 0 | -2 | 6 | -7 | 2 | -6
OCCC1CN(Cc2nc(-c3ccc(F)cc3)cs2)CCN1CCc1ccccc1 (stereo unspecified) | -0.9 | -15 | 3 | 0 | 8 | 8 | 7 | 4 | 0 | -2

4 compounds already listed, sorted by their value in PLC-gamma1 inh, low to high:
| smiles | proKLK7 act | sPLA2-III inh | ASAP1 inh | PLCb3 inh | NR1D1 modulator | Tn6 DDE FP | ARFGAP1 inh | PLC-gamma1 inh | Tn7 DDE FP |
| --- | --- | --- | --- | --- | --- | --- | --- | --- | --- |
| COc1ccccc1OC(C)C(=O)Nc1ccc(S(=O)(=O)N2CCN(C)CC2)cc1 (stereo unspecified) | 0.2 | -8 | 2 | -5 | 7 | -3 | -2 | -1 | -1 |
| OCCC1CN(Cc2nc(-c3ccc(F)cc3)cs2)CCN1CCc1ccccc1 (stereo unspecified) | -0.9 | -15 | 3 | 0 | 8 | 7 | 4 | 0 | -2 |
| CC(C)(C)OC(=O)N[C@@H](Cc1c[nH]c2ccccc12)c1nnc(SCC(N)=O)o1 | -0.5 | -52 | -3 | -1 | 4 | 2 | -1 | 1 | 1 |
| CC(C)c1ccc(CN2CCC(C(=O)NCc3cccnc3)CC2)cc1 | 0.5 | 4 | -12 | 4 | 4 | -5 | 7 | 2 | -1 |

Compounds as they come; 4.5% or so of the library scored in one or more.
